# KDM5B inh = blocks human KDM5B histone demethylase activity | KDM5B demethylase, FDH-coupled NADH fluorescence (FDH is formaldehyde dehydrogenase) | Potency, µM (series often up to 57.7 µM), for the others: top-dose activity change, negative = inhibition, actives largely listed as inhibitors | Q9UGL1 | actives 2.6% (n = 220,000) | AID 1347165; active means well fitted inhibition curve with a large enough effect; inconclusive means small, poorly fitted or top-dose-only effect; inactive means no such curve, though single readings can be large or run the other way; further: 0% is about no effect; nearly all actives have a fitted effect of over 70% in size
# Target sequence (Q9UGL1 whole entry, looked up): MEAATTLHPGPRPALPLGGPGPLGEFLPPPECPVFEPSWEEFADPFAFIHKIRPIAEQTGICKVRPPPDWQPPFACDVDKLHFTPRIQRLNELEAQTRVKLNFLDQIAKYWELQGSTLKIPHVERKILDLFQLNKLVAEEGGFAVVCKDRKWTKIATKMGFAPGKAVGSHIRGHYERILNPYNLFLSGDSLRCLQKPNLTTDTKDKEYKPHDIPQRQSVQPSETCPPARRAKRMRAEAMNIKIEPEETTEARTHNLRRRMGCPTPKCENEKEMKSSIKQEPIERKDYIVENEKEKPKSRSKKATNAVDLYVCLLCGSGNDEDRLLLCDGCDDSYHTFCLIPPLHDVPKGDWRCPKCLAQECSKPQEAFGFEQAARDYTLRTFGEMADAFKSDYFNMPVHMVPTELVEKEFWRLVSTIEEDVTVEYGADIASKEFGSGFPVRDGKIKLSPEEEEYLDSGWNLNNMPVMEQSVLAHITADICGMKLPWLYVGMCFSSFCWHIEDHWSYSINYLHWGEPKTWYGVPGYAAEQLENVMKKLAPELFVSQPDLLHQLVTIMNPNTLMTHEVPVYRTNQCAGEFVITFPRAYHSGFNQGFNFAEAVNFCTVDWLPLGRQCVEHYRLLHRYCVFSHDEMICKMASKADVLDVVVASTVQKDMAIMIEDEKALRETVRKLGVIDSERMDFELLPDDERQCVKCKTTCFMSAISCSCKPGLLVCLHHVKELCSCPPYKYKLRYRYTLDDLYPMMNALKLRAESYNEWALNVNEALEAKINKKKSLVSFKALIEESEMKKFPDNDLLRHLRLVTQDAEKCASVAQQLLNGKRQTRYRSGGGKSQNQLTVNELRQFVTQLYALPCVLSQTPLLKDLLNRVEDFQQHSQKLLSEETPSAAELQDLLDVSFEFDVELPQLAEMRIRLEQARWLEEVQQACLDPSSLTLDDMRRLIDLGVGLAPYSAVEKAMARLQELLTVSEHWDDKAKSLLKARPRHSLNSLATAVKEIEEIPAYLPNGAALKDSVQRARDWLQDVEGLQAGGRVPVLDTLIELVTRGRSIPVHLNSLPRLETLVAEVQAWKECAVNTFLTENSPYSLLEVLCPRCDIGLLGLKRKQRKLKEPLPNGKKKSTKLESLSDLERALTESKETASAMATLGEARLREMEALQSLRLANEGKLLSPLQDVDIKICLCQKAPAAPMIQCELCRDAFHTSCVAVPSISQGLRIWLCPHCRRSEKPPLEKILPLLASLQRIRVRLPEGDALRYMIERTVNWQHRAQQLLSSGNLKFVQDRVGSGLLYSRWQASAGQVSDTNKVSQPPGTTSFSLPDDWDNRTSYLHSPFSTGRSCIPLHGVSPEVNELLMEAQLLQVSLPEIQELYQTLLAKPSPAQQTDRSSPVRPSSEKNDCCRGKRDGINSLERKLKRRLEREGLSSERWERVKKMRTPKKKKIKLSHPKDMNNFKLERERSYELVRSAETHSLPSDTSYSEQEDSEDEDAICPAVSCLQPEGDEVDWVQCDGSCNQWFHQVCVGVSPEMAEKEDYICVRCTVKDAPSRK
#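 Compound dilutions met 200 nM (final) KDM5BΔAP for 10 min at room temperature before substrate addition. The substrate mix held 12.5 µM H3K4me3 with cofactors 25 µM α-ketoglutarate and 50 µM Fe²⁺. NADH signal gain over 30 min defined activity.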
# The depositor's hits bear a star; i = inactive; ? = inconclusive; & = joins results of further samples; [ ] = remark or other dose. Potency means the concentration at half of the fitted maximal effect.
SMILES,KDM5B inh
CC(=O)c1csc(COc2cc(Cl)cc(Cl)c2)n1,-7.9%
COc1ccc(-c2noc(COc3ccc(Br)cc3C)n2)cc1OC,-28.9%
CC(C)c1noc(-c2cn(C3CCN(C(=O)c4ccc(C(C)(C)C)cc4)C3)nn2)n1 (stereo not drawn),17.2%
O=C1CSc2ccc(C(=O)OCC(=O)NC3CCCc4ccccc43)cc2N1 (stereo not drawn),11.7%
COc1ccc(CN(C)Cc2ccco2)cc1F,20.4%
O=C1CCN(C(=O)c2ccsc2)CCCC(C(=O)N2CCN(c3ccccn3)CC2)CCN1 (stereo not drawn),20µM*
COc1cccc(/C=C/C(=O)Nc2cccc(CO)c2)c1,29.1%
c1ccc(-c2nnc([C@H]3CCN(Cc4ccco4)C3)o2)cc1,?
COc1cccc(CSc2nc3n(n2)C(c2cccnc2)C(C(=O)Nc2ccccc2C)=C(C)N3)c1 (stereo not drawn),?
CN(c1ccc2sc(C(=O)NC(C)(C)C)cc2c1)S(=O)(=O)c1ccc(Cl)cc1,5.0%
Cn1nccc1C(=O)N1CCc2ccc(NC(=O)C3(c4ccccc4)CC3)cc2C1,11.1%
Cc1ccc(-c2nc3ncccc3o2)cc1NC(=O)c1ccccc1,?
CC(C)Nc1nc(Oc2ccc(=O)n(-c3ccccc3)n2)nc(N(C)C)n1,0.7%
COc1ccccc1C(NC(=O)c1oc2ccc(Br)cc2c1C)c1nccn1C (stereo not drawn),10.2%
Cc1cccc(CC(=O)N2C[C@@H](COc3ccccc3)[C@H](C(N)=O)C2)c1,-16.3%
COC(=O)[C@H](CC(C)C)N(CCc1cn(CC2CCCCC2)nn1)S(=O)(=O)c1ccc(F)cc1Br,-6.4%
COc1ccc(CCNC(=O)CCNC(=O)c2ccco2)cc1OC,9.2%
CN(C)S(=O)(=O)N(CC(=O)N1CCN(c2ccccc2F)CC1)c1ccccc1,10.7%
Cc1cccn2c(=O)cc(CSc3nnc(NC(=O)COc4ccccc4)s3)nc12,-18.9%
Cc1cnccc1N1CCCN(C(=O)C2CCOc3ccccc3C2)CC1 (stereo not drawn),-17.8%
CN1CCCN(C(=O)C2CCOC2)c2ccccc21 (stereo not drawn),-28.9%
Cc1ccc(NC(=O)N2CC(c3nnc(-c4ccncc4)o3)C3(CCOCC3)C2)cc1C (stereo not drawn),-11.0%
O=C(c1ccncc1)N1CCC(C2CCN(Cc3cccc(F)c3F)CC2)C1 (stereo not drawn),7.0%
CC1=CC(C)(C)n2c(O)c(N=N)c3c(C)c(C)cc1c32,-14.8%
Cc1ccc(CNC(=O)c2sc(C(C)C)nc2C)cc1,18.6%

# Other compounds.
SMILES,KDM5B inh
COCCNC(=O)c1nc(-c2ccccc2OC)c2cnccn12,31.6µM*
CC(C)N(C)C(=O)Cn1ncc(N(C)CCc2ccccc2)cc1=O,-15.1%
COc1cc2cc(C(=O)N3CCc4ccccc4C3)[nH]c2cc1OC,-9.1%
CC(C)C(O)(CC#CCN1CCCC1)c1ccccc1 (stereo not drawn),21.0%
CN(C)CCN1CC[C@H]2CN(S(=O)(=O)c3ccccc3)CC[C@H]2CC1=O,-12.3%[86.2 µM]
O=C(NCc1ccccc1)c1ccc(C2SCCS2)cc1,13.5%
COc1cc(=O)n2c(c1C(=O)Nc1ccc(Br)cc1)CCCC2,2.5%
COc1ccc(Cl)cc1NC(=O)[C@@H]1COCC(=O)N1Cc1ccc(OC)c(OC)c1,-9.9%
C/C=C/Cn1c(SCC(=O)OCc2ccccc2)nc2c1c(=O)[nH]c(=O)n2C,-16.7%
Cc1cc(-c2ccccc2)nc(SCc2ccc(C#N)cc2)n1,8.7%
CCc1[nH]nc(C(=O)N2CCC3(CC2)C(=O)NCCN3C)c1C,12.0%
COc1ccc(N2CC(C(=O)N(C)CCc3noc(C)n3)CC2=O)cc1Cl (stereo not drawn),25.4%
CCOCc1nnc(NC(=O)C2CC(=O)N(CCc3c[nH]c4ccc(OC)cc34)C2)s1 (stereo not drawn),18.9%
CCc1nc2c(c(-c3ccc(OC)cc3)n1)CCN([S+](=O)([O-])c1ccc(N(C)C)cc1)CC2,-8.4%[115 µM]
CCOC(=O)COc1ccc2c(C)c(CCC(C)C)c(=O)oc2c1,?
COc1cccc(C(=O)COC(=O)c2cccs2)c1,23.1%
COc1ccc(CC(=O)NC2CCN(c3cc(-c4ccc(F)cc4)[nH]n3)C2)cc1OC (stereo not drawn),?
CC(=O)Nc1c(-c2cc(=O)oc3ccc(C(C)C)cc23)oc2ccccc12,-5.2%
CCCCn1c(CN2CCN(c3ccc(OC)cc3)CC2)nc2c1c(=O)[nH]c(=O)n2C,-25.3%
CCNS(=O)(=O)c1ccc(C(=O)OCc2cc(=O)oc3cc(OC)ccc23)cc1,?
O=C(Nc1ccc(F)cc1)c1cccc(N2CCCS2(=O)=O)c1,5.7%
COc1cc(C(=O)NC(c2ccc(Cl)cc2)c2cc(Cl)c3cccnc3c2O)cc(OC)c1OC (stereo not drawn),-20.4%
NC(=O)C1CCCN(CCC(=O)O)C1 (stereo not drawn),24.8%
Cc1ccc(N(Cc2cc3ccc(C)cc3[nH]c2=O)S(C)(=O)=O)c(C)c1,-24.7%
CCSc1nc(C(F)(F)F)nc2ccccc12,-0.1%

# More entries follow.
SMILES,KDM5B inh
Cc1cccc(NC(=O)N2CCC(n3c(C)nc4cccnc43)CC2)c1,9.3%
CCOc1ccc(C(=O)NC2CCN(c3ccc(C)c(C)c3)C2=O)cc1 (stereo not drawn),-16.7%
Cc1ccn2cc(-c3ccc(NC(=O)CCCc4ccccc4)cc3)nc2n1,i
CC1CCCN(c2nnc(NC(=O)Nc3ccc4c(c3)OCCO4)s2)C1 (stereo not drawn),10.9%
Cn1nnnc1C1CCCN(C(=O)CC2CCCC2)C1 (stereo not drawn),-15.1%
O=C(O)c1cc(-c2cccc(Cl)c2)nc2c(Cl)cccc12,11.8%
O=C(/C=C/c1ccc(-c2cccc(Cl)c2Cl)o1)c1ccccc1,-25.4%
COC(=O)c1ccc(COc2ccc(/C=N/O)cc2OC)cc1,9.7%
O=C(O)Cc1ccc2[nH]c3ccccc3c2c1,?
CCCNC(=O)N1CCOC[C@H](Oc2ccc(C(F)(F)F)cn2)C1,-6.7%[86.2 µM]
CCOCCn1ccc2c(OCC(=O)NCc3ccc(F)cc3)cccc2c1=O,?
Cc1ccc(CNc2oc(-c3ccc(F)cc3)nc2C#N)cc1,?
COc1cc(=O)n2c(c1C(=O)Nc1cc(C)ccc1F)CCCC2,-26.2%
COc1ccc(Cl)cc1C(=O)N1CCC(Cc2nc(-c3cnccn3)no2)CC1,-10.2%
Cc1ccc2c(c1)N(C(=O)N1CCC(C(=O)NCCC3=CCCCC3)CC1)CC(C)O2 (stereo not drawn),1.2%
Cn1c(=O)[nH]c(=O)c2c1nc(CN(Cc1ccccc1)Cc1ccccc1)n2Cc1ccccc1F,-7.4%
CC(=O)NC12CC3CC(C1)CC(C(=O)NCCSCc1ccc(Cl)cc1)(C3)C2,-1.4%
Cc1[nH]c2ccccc2c1CC(=O)NCc1ccco1,-17.7%
COc1cc2ccccc2cc1C(=O)N1CCN(c2nc3c(F)cc(F)cc3s2)CC1,?
CCCCNC(=O)c1ccc2c(c1)NC(=O)C(C(C)C)N2 (stereo not drawn),?
Cn1cccc1CN1CCn2c(nnc2-c2cccnc2)C1,-12.7%&-16.1%[86.2 µM]
CC(=O)Nc1ccc(CN2CCC3(CC2)CNc2ccccc2[S+](=O)([O-])N3)cc1,-25.7%
CC(=O)Nc1ccc(S(=O)(=O)NCCc2csc3nc(-c4cccc(C)c4)nn23)cc1,-24.3%
O=C(O)C1CCCN1S(=O)(=O)c1ccc(Br)cc1 (stereo not drawn),-51.6%
O=C1CC(c2ccccc2)N(C(=O)CNC(=O)c2[nH]nc3c2CCc2ccccc2-3)CCCCCCN1 (stereo not drawn),-13.5%

# KDM5B inh: hit marks shown above
SMILES,KDM5B inh
O=C1CCN(C(=O)c2ccsc2)CCCC(C(=O)N2CCN(c3ccccn3)CC2)CCN1 (stereo not drawn),20µM*
COCCNC(=O)c1nc(-c2ccccc2OC)c2cnccn12,31.6µM*

# (more compounds)
SMILES,KDM5B inh
CCc1cccc(CC)c1NC(=O)Cc1csc(C)n1,1.1%
O=C(NC1CCCCC1)N1CCC2(CC1)CC(N1CCN(c3ccccn3)CC1)CCO2 (stereo not drawn),8.0%
CN(CC1(C)CCOCC1)C(=O)c1ccnn1C,31.3%
COc1cccc(NC(=O)Cn2c(=O)n(-c3ccc(C)cc3)c(=O)c3ccccc32)c1,-3.2%
CCN1CCN(C(=O)c2ccc(-n3nc(C)c(-c4ccc(C)cc4)c3NC(C)=O)cc2)CC1,15.8%
CCCC(=O)Nc1ccc(S(=O)(=O)Nc2nccs2)cc1,-5.6%
O=C(c1ccco1)N1CCCN(Cc2nc(Cc3ccccc3)no2)CC1,26.0%
Cc1ccc(NC(=O)Cc2ccc3c(c2)CCCC3)cc1,-19.2%
CN(C)c1nc(CN2CC(C)(Cc3ccc4c(c3)OCO4)CCC2=O)cs1 (stereo not drawn),1.5%
CN1N=C(C(=O)N2CCCC(N3CCN(c4ccc(F)cc4)CC3)C2)CCC1=O (stereo not drawn),-20.5%
Cc1ccc(CCNc2nc3ccccc3c3nc(-c4cccnc4)nn23)cc1,-15.4%
CN(Cc1ccccc1)C(=O)C[C@@H]1CCNC[C@@H]1Cc1cc(CSc2ccccc2)on1,-15.1%
CC(C)N1C(=O)C2(CCCC2)C1C(=O)NCCCN1CCc2ccccc2C1 (stereo not drawn),-3.1%
Cc1ccc(N2CC(C(=O)Nc3ccc(N4CCOCC4)cc3)CC2=O)cc1C (stereo not drawn),-3.5%
COc1ccccc1/C=C/C=N/NC(=O)c1cc(-c2ccc(C)o2)[nH]n1,?
COC1CCOC2(CCN(C(=O)NCc3ccc(F)cc3)CC2)C1 (stereo not drawn),-12.7%
CCOC(=O)c1nccn1Cc1nc(-c2sccc2C)oc1C,?
COc1cc(/C=C/c2nc3ccccc3c(=O)[nH]2)ccc1OC(F)F,?
CCN(CC)C(=O)[C@@H]1CCC[C@@H](NC(=O)c2cccnc2)CN(C)C(=O)C1,1.8%[86.2 µM]
Cc1ccccc1-c1cnc2[nH]cc(CC(=O)NCCN3CCOCC3)c2c1,?
Cc1noc(-c2ccc(OC3CN(C(=O)c4cc(F)ccc4F)C3)cc2)n1,-3.0%
O=C(c1cccnc1OC1CCN(Cc2ccccn2)C1)N1CCCCC1 (stereo not drawn),?
CCOc1ccc(NC(=O)Cn2nnc(C(=O)NCc3cccs3)c2N)cc1,7.9%
COc1ccc(-c2cc(N3CCCC(NC(=O)c4ccoc4)C3)n[nH]2)cc1 (stereo not drawn),?
O=C1CCCC2=C1C1c3ccccc3C(=O)N1c1ccc(C(=O)c3ccccc3)cc1N2 (stereo not drawn),-15.0%

# Pulled by compound from the entries so far (2):
SMILES,KDM5B inh
CN(Cc1ccccc1)C(=O)C[C@@H]1CCNC[C@@H]1Cc1cc(CSc2ccccc2)on1,-15.1%
COc1ccccc1/C=C/C=N/NC(=O)c1cc(-c2ccc(C)o2)[nH]n1,?

# Returning to the listing, starting 5 compounds before the break.
SMILES,KDM5B inh
Cc1noc(-c2ccc(OC3CN(C(=O)c4cc(F)ccc4F)C3)cc2)n1,-3.0%
O=C(c1cccnc1OC1CCN(Cc2ccccn2)C1)N1CCCCC1 (stereo not drawn),?
CCOc1ccc(NC(=O)Cn2nnc(C(=O)NCc3cccs3)c2N)cc1,7.9%
COc1ccc(-c2cc(N3CCCC(NC(=O)c4ccoc4)C3)n[nH]2)cc1 (stereo not drawn),?
O=C1CCCC2=C1C1c3ccccc3C(=O)N1c1ccc(C(=O)c3ccccc3)cc1N2 (stereo not drawn),-15.0%
CCC(C(=O)Nc1nnc2n1CCS2)c1ccccc1 (stereo not drawn),-0.2%
COc1ccc(CCNC(=O)Nc2cccc(CN3CCOC3=O)c2)cc1OC,0.6%
Cc1[nH]c2ccc(Br)cc2c(=O)c1CN1CCCCCC1,?
CC(=O)N1CCCc2cc(S(=O)(=O)Nc3ccc(OC(F)(F)F)cc3)ccc21,20.2%
COc1ccc(C(=O)CSc2nnc(Nc3ccccc3F)s2)c(OC)c1,-3.8%
Cc1cc(C)c2cc(C(=O)Nc3ccccc3)[nH]c2c1,6.8%
O=S(=O)(Nc1ccc2[nH]ncc2c1)c1ccccc1Cl,-5.5%
CC1=C[C@@H](CC#N)[C@H](C(C)C)C[C@H]1CC(=O)N1CCN(C)CC1,6.8%[86.2 µM]
O=C1CCS/C(=N\N=C\c2ccc(Cl)cc2Cl)N1,-3.8%
O=C(COc1ccccc1Cl)N(Cc1cccs1)C1CCS(=O)(=O)C1 (stereo not drawn),15.8%
N#Cc1cccc(C(=O)N2CCc3c(n(Cc4ccccc4)n(-c4ccccc4)c3=O)C2)c1,-2.9%[86.2 µM]
CC(C(=O)NC(N)=O)N1CCN(c2ccccc2F)CC1 (stereo not drawn),17.7%
Cc1cn2nnc(C(=O)N3CCC(C(=O)Nc4cccc(F)c4)CC3)c2c(=O)[nH]1,-15.0%
CCn1ncc(N2CCC(NC(=O)c3ccccc3)CC2)cc1=O,30.0%
Cn1c(=O)[nH]c(=O)c2c1nc(NCCc1ccccc1)n2Cc1ccc(F)cc1,-21.5%
Cc1[nH]c2ccc(C(=O)N[C@H]3CCOC[C@H]3C3CCOCC3)cc2c1C,-5.7%
CCCCN(CC)CCNC(=O)CCC(=O)Nc1ccc2nc(N3CCN(C)CC3)cc(C)c2c1,?
COC(=O)c1ccc(Cl)cc1NC(=O)N1CCC(CN2CCC(C)CC2)CC1,?
Cc1ccc(C2Cn3nnc(C(=O)N4CCC(C(=O)Nc5ccc(F)c(F)c5)CC4)c3CO2)cc1 (stereo not drawn),14.5%
O=C(COC(=O)/C=C/c1cccc(Cl)c1)NC(=O)NCc1ccccc1,7.5%

# Not all compounds are listed; rates above refer to the full screens.
